GAA inh: qHTS Assay for Inhibitors of Human alpha-Glucosidase as a Potential Chaperone Treatment of Pompe Disease. 200,000 tested, 0.005% active. purified human GAA, 4-MU-alpha-glucoside fluorescence. Potency, µM (doses to about 76.9 µM), for inactives: top-dose activity change, negative = inhibition, hits mostly inhibitors;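 further: plate controls were uninhibited enzyme wells for no effect and no-enzyme background for full effect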
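Human enzyme at 4 nM with 400 uM 4-methylumbelliferyl-alpha-D-pyranoside, citrate/phosphate buffer pH 5.0, 0.005% Tween-20, 20 min at room temperature. Compounds up to 77 uM. 4-MU fluorescence (Ex 365/Em 440) read after NaOH/glycine stop; AC50 from Hill fit.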
GAA glycogen: qHTS Assay for Inhibitors and Activators of Human alpha-Glucosidase Cleavage of Glycogen; recombinant GAA, glycogen substrate, Amplex Red glucose oxidase fluorescence; 300,000 tested, 0.38% active; Potency, µM (titrated, usually from 76.4 µM), inactives show at the highest dose activity change, negative = inhibition, actives largely listed as inhibitors; Lysosomal alpha-glucosidase (Homo sapiens), P10253;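 further: 0% = full enzyme reaction and -100% = no-enzyme basal signal; the screen sought inhibitors and activators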
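Natural-substrate format: glycogen cleavage by 4 nM human enzyme, glucose read by Amplex Red coupling (Ex 573, Em 610 nm). Normalized to enzyme and no-enzyme controls.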
GoLoco inh red: qHTS Assay for Inhibitors of RGS12 GoLoco Motif Activity (Red Fluorophore); Gai1:RGS12 GoLoco peptide FP, rhodamine, 10 min; Potency, µM (titrated, usually from 61.6 µM), inactives show at the top dose activity, negative = inhibition, usual class: inhibitors; 230,000 tested, 0.44% active; AID 880, 2007; active means well fitted inhibition curve with a large enough effect, not every such curve was filed as active; inactive means no such curve, though single readings can be large or run the other way; further: nearly all actives have a fitted effect of over 30% in size; many of its hits are not listed in these tables
TexasRed fluor: Total Fluorescence Counterscreen for Inhibitors of the Interaction of Thyroid Hormone Receptor and Steroid Receptor Coregulator 2 | AID 1479, 2009 | TRb/SRC2 Texas Red total fluorescence interference | 280,000 tested, 0.29% active | Potency, µM (series often up to 106 µM), inactives show at the highest dose fluorescence change, negative = quenching; active means well fitted curve in either direction with a large enough effect; inconclusive means small, poorly fitted or top-dose-only effect
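Flags fluorescent or light-absorbing compounds by total fluorescence, S + 2P, at 555 nm excitation and 632 nm emission. Mixture: 20 nM Texas Red SRC2 peptide, 0.6 uM human TRb LBD, 1 uM T3, 5% DMSO; compound exposure 5 h at ambient temperature.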
aGlu spleen mod: qHTS Assay for Inhibitors and Activators of Human alpha-Glucosidase From Spleen Homogenate; 240,000 tested, 0.006% active; Potency, µM (titrated, usually from 79.9 µM), without a hit: top-dose activity change, negative = inhibition, hits mostly inhibitors; AID 2112, 2009; Lysosomal alpha-glucosidase (Homo sapiens), P10253; human spleen homogenate, 4-MU-alpha-glucoside fluorescence;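 further: 0% = enzyme with vehicle and -100% = no enzyme basal signal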
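Human spleen homogenate (1 ug) with 4-methylumbelliferyl-alpha-D-glucopyranoside (1 mM final) in 50 mM citrate/phosphate pH 5.0, 0.01% Tween-20; 40 min at 37 C. Stopped at pH 10; 4-MU fluorescence Ex 365/Em 440 nm; AC50 by Hill fit.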
L3MBTL1 block: qHTS Assay for the Inhibitors of L3MBTL1; Lethal(3)malignant brain tumor-like protein 1 (Homo sapiens), Q9Y468; AlphaScreen L3MBTL1–H3K9me1 peptide binding; Potency, µM (top dose mostly 57.1 µM), for inactives: top-dose activity, negative = inhibition, actives largely listed as inhibitors; 230,000 tested, 0.66% active; further: nearly all actives have a fitted effect of over 60% in size
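L3MBTL1 50 nM + b-AHA-H3(1-15)K9me1 75 nM, 30 min RT; compound added, 30 min RT; streptavidin donor/Ni-chelate acceptor beads 10 ug/mL each final, 30 min RT dark; AlphaScreen read.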
RECQ1 helicase: qHTS Assay for Inhibitors of RecQ-Like Dna Helicase 1 (RECQ1); ATP-dependent DNA helicase Q1 (Homo sapiens), P46063; RECQ1 DNA unwinding, red fluorescence kinetic read; 240,000 tested, 0.54% active; Potency, µM (titrated, usually from 57.3 µM), without a hit: at the highest dose activity, negative = inhibition, usual class: inhibitors;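 further: plate controls were vehicle for no effect and no enzyme for full effect; nearly all actives have a fitted effect of over 30% in size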
Target sequence (P46063 whole entry, looked up): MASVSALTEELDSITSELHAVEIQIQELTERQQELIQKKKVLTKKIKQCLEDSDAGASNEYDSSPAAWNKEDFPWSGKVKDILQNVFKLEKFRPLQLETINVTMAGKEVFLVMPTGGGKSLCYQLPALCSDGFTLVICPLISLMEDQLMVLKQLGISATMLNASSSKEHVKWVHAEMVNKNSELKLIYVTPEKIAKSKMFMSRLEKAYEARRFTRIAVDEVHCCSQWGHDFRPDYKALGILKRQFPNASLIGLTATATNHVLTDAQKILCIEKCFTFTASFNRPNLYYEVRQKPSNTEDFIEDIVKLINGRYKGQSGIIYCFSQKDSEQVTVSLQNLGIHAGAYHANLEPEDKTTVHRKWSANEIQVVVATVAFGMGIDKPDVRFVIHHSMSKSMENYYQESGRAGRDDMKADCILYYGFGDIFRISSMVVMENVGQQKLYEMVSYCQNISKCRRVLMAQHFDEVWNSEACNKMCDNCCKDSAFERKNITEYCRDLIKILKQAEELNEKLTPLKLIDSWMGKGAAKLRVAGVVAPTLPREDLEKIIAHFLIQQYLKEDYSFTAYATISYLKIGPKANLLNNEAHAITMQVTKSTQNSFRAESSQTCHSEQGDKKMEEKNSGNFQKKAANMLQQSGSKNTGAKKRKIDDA
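RECQ1T1 50 nM; forked duplex (20 bp + 30-nt ss tails) 200 nM, ATP 2 mM final; pH 8.0, 2 mM MgCl2, 2.5 ug/ml poly(dI-dC); 15 min compound preincubation; discontinuous kinetic read over 2 h at RT.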
TRb-SRC2 inh: qHTS for Inhibitors of the Interaction of Thyroid Hormone Receptor and Steroid Receptor Coregulator 2; TRbeta-SRC2 peptide binding, fluorescence polarization; receptor liganded with 1 µM T3; Potency, µM (titrated, usually from 106 µM), for the others: top-dose activity change, negative = inhibition, usual class: inhibitors; 280,000 tested, 0.065% active; AID 1469, 2008;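 further: plate controls were bound peptide for no effect and peptide without receptor for full effect; nearly all actives have a fitted effect of over 50% in size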
Target sequence (P10828 whole entry, looked up): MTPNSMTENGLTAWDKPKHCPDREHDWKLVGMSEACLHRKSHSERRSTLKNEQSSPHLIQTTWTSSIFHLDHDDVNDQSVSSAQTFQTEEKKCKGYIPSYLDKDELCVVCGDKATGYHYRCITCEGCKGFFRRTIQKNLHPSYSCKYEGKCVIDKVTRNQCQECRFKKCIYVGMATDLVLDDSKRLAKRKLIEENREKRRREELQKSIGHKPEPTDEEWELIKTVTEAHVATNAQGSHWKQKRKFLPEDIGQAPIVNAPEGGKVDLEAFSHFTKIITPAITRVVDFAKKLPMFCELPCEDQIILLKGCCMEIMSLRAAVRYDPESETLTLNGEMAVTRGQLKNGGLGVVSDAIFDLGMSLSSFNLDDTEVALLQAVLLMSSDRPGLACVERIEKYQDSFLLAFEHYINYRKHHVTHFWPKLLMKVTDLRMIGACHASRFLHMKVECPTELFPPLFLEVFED
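TRb LBD 0.6 uM + Texas Red SRC2 peptide 20 nM, 1 uM T3, Tris buffer w/ 5% DMSO; compound pinned, 5 h RT; FP read ex 555/em 632; normalized to unbound and bound controls.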
Active calls of the source: *; i = inactive; ? = inconclusive; / = not tested or not shown; & = joins results of further samples; [ ] = dose if it differs, or a comment. Unless noted, the call rests on the fitted dose curve; in most records, active means well fitted curve in the direction sought with a large enough effect; inconclusive means small, poorly fitted or top-dose-only effect, or another doubt; inactive means no such curve, though single readings can be large; an effect the other way counts as inactive or inconclusive. Unless noted, on the % scale 0 is the no-effect control and ±100 the full control effect; potency means the concentration at half of the fitted maximal effect. Not all compounds are listed (hit frequency here may not be typical).

mol	GAA inh	GAA glycogen	GoLoco inh red	TexasRed fluor	aGlu spleen mod	L3MBTL1 block	RECQ1 helicase	TRb-SRC2 inh
NC(=O)C1CCN(S(=O)(=O)c2cccc(S(=O)(=O)N3CCCCC3)c2)CC1	-6%	-11%	-3%	-3%	-16%	/	i	-2%
CCOC(=O)c1ccc2[nH]c3ccccc3c2c1	-10%	1%	-3%	-3%	-6%	11%	-15%	0%
CCOc1ccc2c(c1)-c1c(ssc1=S)C(C)(C)N2C(=O)c1ccco1	-5%	-2%	12%	-5%	-7%	?	-15%	-5%
COc1ccc(NC(=O)c2cc(CN3C(=O)c4ccccc4C3=O)ccc2OC)cn1	-6%	6%	9%	3%	-3%	8%	-15%	-2%
O=C(O)Cn1cc(/C=C/[N+](=O)[O-])c2ccccc21	?	8%	14%	-1%	1%	-11%	13%	-4%
CCCc1nc(SCC(=O)Nc2cc(C)on2)c2c(=O)n(C)c(=O)n(C)c2n1	1%[15.4 µM]	-1%	5%	-1%	10%	0%	-1%	8%
CCCn1nnnc1NC(=O)COc1ccc(Cl)cc1C	4%	3%	4%	-7%	-4%	2%	-10%	-1%
CNC(=S)N(Cc1ccccc1)Cc1cccnc1	/	1%	13%	-2%	2%	/	9%	-5%
CC(C)=CC(=O)Nc1nc2ccc([N+](=O)[O-])cc2s1	-3%	-9%	-1%	2%	2%	-4%	i	2%
Fc1ccccc1Cn1nnc2c(NCCc3ccccn3)ncnc21	3%	-4%	3%	-1%	-2%	3%	-6%	4%
COc1cc(C(=O)NCC(c2cccnc2)N2CCN(c3ccc(F)cc3)CC2)cc(OC)c1OC (stereo unspecified)	-1%	-10%	-4%	-1%&-11%	4%	/	3%	-7%&3%
Cc1cc([N+](=O)[O-])c(-c2ccc(/C=N/n3cnnc3)o2)cc1Cl	-33%	5%	11%	-3%	-11%	-6%	-16%	-6%
Cc1ccc(-c2cc(C(=O)Nc3ccc(S(=O)(=O)Nc4nc(C)cc(C)n4)cc3)c3ccccc3n2)cc1	?	1%	-5%	0%	1%	-12%	-26%	0%
C[C@H]1CCC[C@]2(O[C@@H](CCO)C[C@H](O)[C@H]2O)O1	0%	3%	5%	-2%	0%	6%	-17%	0%
COCCn1c(N)c(N(Cc2ccccc2)C(=O)Cc2c(Cl)cccc2Cl)c(=O)[nH]c1=O	1%	3%	5%	1%	2%	4%	-3%	1%
Cc1ccc(NC(=O)c2cc(=O)c3ccccc3o2)cc1	-10%	2%	-2%	-3%	-9%	-4%	-7%	-6%
NC1=NCC(O)=C1c1nc2ccccc2[nH]1	-1%	?	5%	-1%	4%	-10%	-9%	-8%
CCOc1ccc(NC(C)C(=O)N/N=C/c2ccc([N+](=O)[O-])cc2)cc1 (stereo unspecified)	3%	-4%	-5%	-1%	4%	-15%	?	2%
Cc1ccc(C(=O)NCc2ccc3c(c2)OCO3)cc1N1CCCC1=O	-6%[15.4 µM]	-6%	4%	3%	-3%	-3%	-11%	-2%
CC(=O)Nc1ccc(S(=O)(=O)NCCSCc2cccc(Cl)c2)cc1	-7%	-7%	0%	-1%	-17%	-3%	5%	-4%

Whole records as entered above. Order of values: GAA inh, GAA glycogen, GoLoco inh red, TexasRed fluor, aGlu spleen mod, L3MBTL1 block, RECQ1 helicase, TRb-SRC2 inh
Record of Cc1ccc(NC(=O)c2cc(=O)c3ccccc3o2)cc1 → -10%, 2%, -2%, -3%, -9%, -4%, -7%, -6%
Record of NC1=NCC(O)=C1c1nc2ccccc2[nH]1 → -1%, ?, 5%, -1%, 4%, -10%, -9%, -8%
Record of C[C@H]1CCC[C@]2(O[C@@H](CCO)C[C@H](O)[C@H]2O)O1 → 0%, 3%, 5%, -2%, 0%, 6%, -17%, 0%
Record of COc1cc(C(=O)NCC(c2cccnc2)N2CCN(c3ccc(F)cc3)CC2)cc(OC)c1OC (stereo unspecified) → -1%, -10%, -4%, -1%&-11%, 4%, /, 3%, -7%&3%

Next records follow:
mol	GAA inh	GAA glycogen	GoLoco inh red	TexasRed fluor	aGlu spleen mod	L3MBTL1 block	RECQ1 helicase	TRb-SRC2 inh
O=C(Nc1ccc(-c2cn3ccccc3n2)cc1)c1cccs1	2%	-8%	6%	0%	-18%	-11%	-4%	-3%
COc1cccc(-c2nc3ccc(O)cc3c(=O)o2)c1	-3%	-1%	2%	-6%	-4%	7%	i	-6%
CNC(=S)/N=C(\Nc1ccc(C)cc1)c1ccccc1	/	-11%	-13%	-5%	9%	/	-6%	-5%
Cc1ccc(NC(=O)c2ccccc2Cl)cc1-n1cnnn1	13%	14%	-14%	-1%	0%	-3%	0%	3%
O=C(Nc1ccc(F)cc1)Nc1ccc(N2CCOCC2)c2nonc12	?	-14%	11%	4%	4%	-16%	i	-11%
CCOC(=O)c1c(C)[nH]c(C(=O)COC(=O)c2ccc(O)cc2O)c1C	/	3%	1%	-3%	6%	-13%	-17%	-2%
O=C(CNS(=O)(=O)c1ccccc1)NCC(=O)OCc1ccc(C(=O)c2ccccc2)cc1	-11%	9%	9%	-1%	6%	1%	-3%	-5%
Cc1ccc(-c2nnc(NC3CCCCC3)c3ccccc23)cc1S(=O)(=O)N1CCN(C)CC1	-12%	-4%	13%	1%	-1%	/	-1%	-18%
COc1ccc(C(=S)N2CCOCC2)cc1OS(=O)(=O)c1ccccc1[N+](=O)[O-]	0%	-5%	2%	-4%	-4%	-11%	-8%	2%
Cn1ncc2c(NNC(=O)c3ccccc3Cl)ncnc21	-5%	0%	8%	0%	-8%	17%	0%	-14%
Cc1cc(C)nc(NC2=NCC(=O)N2CCc2c[nH]c3ccccc23)n1	0%	2%	7%	0%	-2%	-9%	-15%	8%
Cc1cc(/C(O)=C2\C(=O)C(=O)N(CCN(C)C)C2c2ccncc2)ccc1OCc1ccccc1 (stereo unspecified)	-1%	8%	1%	-6%	5%	11%	-4%	8%
CCOCCCN1CN(Cc2ccco2)CNC1=S	6%	7%	7%	-1%	-3%	/	1%	-5%
CCOC(=O)N1CCN(C(=O)CCNS(=O)(=O)c2ccc3c(c2)c(=O)n(C)c(=O)n3C)CC1	1%	2%	-4%	-3%	0%	/	i	-6%
COC(=O)C(C)Sc1nc2c([nH]c3ccccc32)c(=O)n1C (stereo unspecified)	-2%	-6%	11%	0%	-23%	/	i	-6%
Cn1c(C(O)c2ccccc2)nc(Cl)c1Cl (stereo unspecified)	3%	3%	-4%	-1%	2%	-6%	-3%	-21%
CCOC(=O)c1ccc2nc(C)c(CC)c(Cl)c2c1	-6%	-5%	5%	-3%	-2%	64%[activator]	6%	-5%
Cc1cccc(C)c1NS(=O)(=O)c1ccc2c(c1)C(=O)c1ccccc1C2=O	-6%	9%	-4%	-1%	-2%	-2%	-4%	-1%
Cc1cccc(C(=O)Nc2ccccc2N2CCN(c3ccc(F)cc3)CC2)c1	5%	-7%	8%	-3%	-4%	-11%	i	0%
O=C(COc1ccccc1)Nc1ccccc1N1CCN(c2ccc(F)cc2)CC1	-2%	-9%	5%	2%	0%	0%	1%	-2%
CC(C)CN(C(=O)CSc1nncn1-c1ccccc1)c1c(N)n(CC(C)C)c(=O)[nH]c1=O	5%	8%	5%	-2%	0%	/	-6%	-2%
Cc1cccc(OCc2nc(-c3ccc(Br)o3)no2)c1	-2%	-10%	-6%	2%	-1%	/	i	4%
Cc1ccccc1NC(=S)N(C)C1(c2ccccc2Cl)CCCCC1=O (stereo unspecified)	7%	5%	5%	-5%	-11%	-3%	i	-3%
CC(Sc1n[nH]c(N)n1)C(=O)Nc1ccc(Cl)cn1 (stereo unspecified)	-6%	7%	-7%	-2%	-6%	41%[activator]	-3%	-11%
O=C(CSc1nnnn1-c1cccc2c1CCCC2)NC1CCCC1	-2%	-2%	8%	-1%	-6%	7%	-14%	-7%
CCC(C)n1c(SC(C)C#N)nc2ccccc2c1=O (stereo unspecified)	-7%	-14%	2%	3%	9%	9%	i	3%
c1ccc(OCCSc2nc3ccccc3[nH]2)cc1	-2%	2%	-7%	0%	-6%	29%	-10%	0%
CCCOc1ccccc1C(=O)NC(CO)C(=O)O (stereo unspecified)	5%	2%	0%	0%	3%	/	14%	-8%
O=C(O)CCC(C(=O)O)n1c(O)c(C2=c3ccccc3=NC2=O)sc1=S (stereo unspecified)	-5%	-6%	2%	-1%	-9%	/	i	-15%
O=C(NC1CCCc2ccccc21)C1CCN(c2nnc(-n3cccc3)s2)CC1 (stereo unspecified)	0%	-2%	11%	0%	-5%	-1%	-11%	-6%
CCOC(=O)Cc1csc(N/N=C/c2ccccc2)n1	-1%	8%	13%	0%	-4%	-4%	-20%	2%
COc1c(Cl)cc(Cl)cc1C(=O)Nc1ccc(CN2CCCCC2)cc1	11%	19%	-35%	1%	4%	-44%	20%	-9%
CCCn1c(-c2ccccc2)nc2c(=O)n(C)c(=O)[nH]c21	-9%	4%	2%	-1%	-4%	-2%	-5%	-5%
Cc1cc(C)nc(SCc2ccc(C(=O)N/N=C3\CC(C)CC(C)(C)C3)cc2)n1 (stereo unspecified)	1%	?	/	1%	-11%	-3%	-12%	7%
O=C(CO/N=C/c1ccccc1Cl)N1CCCc2ccccc21	-4%	5%	/	-7%	-2%	19%	-3%	-3%

Screens: PubChem BioAssay, National Center for Advancing Translational Sciences (NCATS)
